Bioassay records deposited in PubChem BioAssay by National Center for Advancing Translational Sciences (NCATS).
A549 tox: counter-screen for Nrf2 inhibitors: cytotoxicity in A549 cells; Potency, µM (top dose mostly 46 µM), for inactives: top-dose activity change, negative = cytotoxicity, actives largely listed as inhibitors; A549 ARE-Fluc cells, CellTiter-Fluor viability, 18-24 h; hit rate 0.16% among 390,000; also: potency is read from the fitted curve at half-maximal effect; % is scaled to controls: 0 for no effect and ±100 for the full control effect
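A549 ARE_Fluc cells in 5% FBS OPTI-MEM were exposed to compounds in concentration-response for 18-24 h at 37 deg C. Viability was read by CellTiter-Fluor fluorescence (Ex 405/Em 525) after 30 min, before the luciferase read.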
pAkt inh: blocks phosphorylation of Akt; Neuro2A IGF-stimulated pAkt S473 HTRF, 20 min; active compounds read low; activity change, % for hits at 50 µM; hit rate 0.32% among 360,000; AID 651550; in the data active = activity change below about -80%; inconclusive = mostly about -51% to -80%; also: % is scaled to controls: 0 for no effect and ±100 for the full control effect
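Neuro2A cells (4,500/well, DMEM with 0.5% FBS) were treated with compound at a single 50 µM final concentration, stimulated with 6 nM IGF for 20 min at 37 °C, and lysed. Phospho-Akt Ser473 was read by HTRF as 665/615 ratio ×10^4.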
Nrf2 ARE act: activators of Nrf2 (ARE) signaling. AREc32 ARE-luciferase reporter (MCF7-derived line), luminescence, 24 h. Potency, µM (series often up to 46.1 µM), for inactives: at the top dose activation, actives largely listed as activators. hit rate 0.31% among 410,000. AID 624171; also: potency is read from the fitted curve at half-maximal effect; % of control where 0% means no effect; nearly all actives have a fitted effect of over 65% in size
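ARE-driven firefly luciferase activity in AREc32 cells measured after a 24 hr compound exposure at 37 deg C, using Steady-Glo reagent and a 30 min room-temperature hold.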
TGFb SMAD3 inh: blocks TGF-b signaling; HepG2 CAGA-GFP TGF-b/SMAD3 reporter, GFP fluorescence, 18 h; TGF-beta stimulated, 500 pg/mL final; Potency, µM (top dose mostly 46.1 µM), for inactives: at the top dose activity, negative = inhibition, hits mostly inhibitors; hit rate 1.2% among 410,000; AID 588855; also: potency is read from the fitted curve at half-maximal effect; % is scaled to controls: 0 for no effect and ±100 for the full control effect; nearly all actives have a fitted effect of over 65% in size
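GFP signal (ex488/em500-530) from TGF-beta-stimulated HEPG2 CAGA-GFP cells, 500 pg/mL final, 18 h at 37 degrees C in DMEM plus 1% FBS, normalized to unstimulated and DMSO-stimulated controls.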
Nrf2 inh: blocks Nrf2 signaling. A549 ARE-Fluc reporter, luciferase luminescence, 18-24 h. Potency, µM (series often up to 46 µM), without a hit: at the highest dose activity change, negative = inhibition, usual class: inhibitors. hit rate 2.1% among 360,000; also: potency is read from the fitted curve at half-maximal effect; % is scaled to controls: 0 for no effect and ±100 for the full control effect; nearly all actives have a fitted effect of over 60% in size
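A549 ARE_Fluc cells, 5000/well, 5% FBS OPTI-MEM; compounds in dose-response, 18-24 h at 37 °C/5% CO2; CellTiter-Fluor viability read (Ex 405/Em 525), then BugLite luciferase luminescence = Nrf2 activity.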
CCT modulator: changes cytosolic chaperonin activity | purified chaperonin ATPase assay, HTRF ADP detection, 30 min | activity change, % (test concentration not listed), hits read low | hit rate 0.3% among 360,000 | AID 651819; in the data active = activity change below about -30%; also: % is scaled to controls: 0 for no effect and ±100 for the full control effect
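TRiC at 40 or 20 nM final (batch-dependent) in 30 mM Tris pH 7.4, 100 mM KCl, 5 mM MgCl2, 1 mM DTT, with compound at single 76 uM and 10 uM ATP, 30 min at 37 deg C. ADP detected by HTRF Transcreener, 665/615 ratio.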
Mm-Cpn inhibitor: blocks the Methanococcus maripaludis chaperonin Mm-Cpn; purified Mm-Cpn ATPase, ADP Transcreener TR-FRET; Potency, µM (series often up to 76.9 µM), without a hit: at the highest dose activity, negative = inhibition, most hits filed as inhibitors; hit rate 0.031% among 330,000; also: potency is read from the fitted curve at half-maximal effect; % is scaled to controls: 0 for no effect and ±100 for the full control effect; nearly all actives have a fitted effect of over 80% in size
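Compound-treated chaperonin, 25 nM final, turns over 10 uM ATP at 37°C for 30 min following a 10 min preincubation; ADP generated competes with ADP-d2 for Eu-cryptate antibody, lowering FRET.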
S2 tox: viability counter-screen for ATXN expression inhibitors; S2 cells (HEK-293 line with an ATXN2-luciferase reporter) viability, CellTiter-Fluor protease fluorescence, 24 h; Potency, µM (doses to about 56.7 µM), actives largely listed as cytotoxic; hit rate 0.49% among 400,000; also: potency is read from the fitted curve at half-maximal effect; nearly all actives have a fitted effect of over 40% in size
HepG2 tox: HepG2 cytotoxicity, counter-screen for TGF-b inhibitors | Potency, µM (top dose mostly 46.1 µM), for inactives: at the top dose activity change, negative = cytotoxicity, actives largely listed as cytotoxic | HepG2 CAGA-GFP viability, ATP luminescence, 18 h | hit rate 0.76% among 410,000; also: potency is read from the fitted curve at half-maximal effect; some results filed as inactive show a strong effect at the top dose
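CellTiter-Glo luminescence gave cytotoxicity after 18 hours at 37 degrees C. The cells were HepG2 CAGA-GFP in 1% FBS DMEM, stimulated with 500 pg/mL TGF-beta after compound addition. %Activity was normalised to no-cell wells (complete cell-killing) and DMSO (no toxicity), and curves were fitted and classified.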
* marks the source's active call; other numbers are inactive results; i = inactive; ? = inconclusive; · = no result given; & = joins results of further samples; [ ] = dose if it differs, or a comment. Unless noted, calls follow the shape of the dose curve; as a rule, active = well fitted curve in the direction sought with a large enough effect; inconclusive = small, poorly fitted or top-dose-only effect, or another doubt; inactive = no such curve, though single readings can be large; an effect the other way counts as inactive or inconclusive.

Values in the order: A549 tox	pAkt inh	Nrf2 ARE act	TGFb SMAD3 inh	Nrf2 inh	CCT modulator	Mm-Cpn inhibitor	S2 tox	HepG2 tox
CCN(C(=O)CSc1nc2cc(C(=O)O)ccc2c(=O)n1-c1ccccc1F)C1CCS(=O)(=O)C1 (centres undefined)
→ 2%	i	0.4%	5%	8%	1.7	·	i	-1%
OCCNCCCCOc1ccccc1F
→ 13%	i	0.0%	4%	·	-1.4	0%	i	2%
CC(C)C(NC(=O)c1ccc(Cl)c([N+](=O)[O-])c1)C(=O)NCc1ccccn1 (centres undefined)
→ 1%	i	5.6%	-18%	-3%	-1.3	-1%	i	1%
CC(=O)N1CCc2cc(S(=O)(=O)NC(CC(C)C)C(=O)NCc3ccccc3Cl)ccc21 (centres undefined)
→ 0%	·	-0.5%	1%	-7%	·	·	i	-3%
COC(=O)c1ccc(/C=C2/SC(=S)N(CCC(=O)N3CCOCC3)C2=O)cc1
→ 3%	i	4.0%	1%	?	-1.5	2%	i	-14%
O=C(CCn1c(=O)sc2ccccc21)Nc1ccon1
→ -5%	i	-0.6%	0%	-6%	-1.8	-11%	i	3%
Cc1ccc(S(=O)(=O)NC(C)C(=O)N2CCOCCOCCOCC2)cc1 (centres undefined)
→ 1%	i	-0.7%	-5%	-3%	0.5	0%	i	-9%
Cc1cc2c(cc1S(=O)(=O)NC1CCCCC1C)OCC(=O)N2 (centres undefined)
→ -3%	i	-0.4%	-1%	-1%	4.5	1%	i	-1%
Cc1ccc(S(=O)(=O)N2C(=O)[C@@H]3Cc4ccccc4CN3C2=O)cc1
→ -2%	i	-0.6%	43%[activator]	?	-1.4	0%	i	6%
CCn1cc(CCC(=O)NCc2ccc(F)cc2)c2ccccc21
→ -1%&0%	i	0.2%&-0.7%	-15%&-8%	4%&20%	-2.6	-5%	?	-1%&-8%
COc1ccc2c(c1)C(=O)N(c1ccc(C)cc1)C(=O)C2
→ 3%	i	0.1%	37%[activator]	·	0.1	-2%	i	19%
COc1cccc(NC(=O)Cn2c(=O)n(CC(=O)NCc3ccc(C)cc3)c(=O)c3sccc32)c1
→ -1%	·	0.0%	-1%	?	·	·	·	-2%
O=C(c1cc2nc(-c3ccco3)cc(C(F)(F)F)n2n1)N1CCN(c2ccccn2)CC1
→ -3%	i	-0.3%	-17%	-11%	-3.4	-2%	i	-11%
CC1=C(C(=O)Nc2ccccc2)C(c2cccs2)C(C#N)=C(SCC#N)N1 (centres undefined)
→ 4%	i	0.7%	4%	6%	-1.8	-10%	i	7%
CC(Sc1nnc(-c2cccs2)n1-c1ccccc1)C(=O)NCc1ccco1 (centres undefined)
→ 0%	i	-0.4%	0%	·	-1.4	-1%	i	1%
O=C(CN1CCN(S(=O)(=O)c2ccc(Br)cc2)CC1)N/N=C/c1ccncc1
→ -4%	i	4.3%	-15%	-13%	0.7	4%	i	3%
CSc1ccccc1NC(=O)C1(C)CCN1C(=O)Cc1ccc(-c2ccccc2)cc1 (centres undefined)
→ ·	i	3.7%	?	·	1.6	·	i	-7%
COc1ccc(NC(=S)N2CCN(S(C)(=O)=O)CC2)cc1
→ 0%	i	0.7%	-11%	15%	0.5	0%	i	-2%
c1cc(Nc2ncnc3sc4c(c23)CCC4)ccn1
→ -4%	i	0.1%	4%	-15%	1.3	-2%	i	-1%
COc1ccc(-c2cnc(NCc3ccc(C)cc3)n2C)cc1
→ 7%	·	-0.5%	?	-9%	·	·	i	-31%
CN(C)CCNS(=O)(=O)c1ccc(N2CCc3ccccc32)c([N+](=O)[O-])c1
→ -11%	i	5.5%	-10%	-17%	-0.7	-3%	?	-9%
Cc1cc(S(=O)(=O)NCc2ccc(N3CCN(C)CC3)cc2)c(C)s1
→ 2%	i	3.0%	0%	3%	0.4	-1%	i	-46%
CSc1cccc(-c2nnc(NC(=O)c3ccc4c(c3)OCCO4)o2)c1
→ -14%	·	-0.2%	-2%	·	·	·	·	-6%
O=C(NCCOCCOCCNC(=O)c1cccnc1)c1cccnc1
→ 0%	i	-0.3%	-2%	8%	2.9	1%	i	16%
O=C(Nc1ccc(OCC(F)(F)C(F)F)c(C(F)(F)F)c1)c1ccc(Cl)cc1
→ ?	i	0.2%	?	?	-5.8	·	i	18µM*
O=C1OCCN1C(=O)[C@H]1[C@H](c2ccccc2)C(c2ccccc2)=NN1c1ccccc1
→ ?	i	0.9%	-22%	-6%	-0.9	-27%	·	-12%
C=CCn1c(SCC(=O)c2c(N)n(C)c(=O)n(C)c2=O)nnc1-c1ccncc1
→ 1%	i	-0.8%	-8%	3%	-2.0	-2%	i	-2%
CN(C)C(=O)Cn1cc(S(=O)(=O)Cc2ccccc2)c2ccccc21
→ -1%	i	0.0%	2%	-2%	1.4	0%	i	1%
COc1ccccc1C(=O)NC(=O)Nc1ccc(-c2cc(C(F)(F)F)nn2-c2ccccc2)cc1
→ 2%	·	-0.1%	30%	-23%	·	·	i	4%
CC1=Nc2cc(C(=O)NC3CCCC3)ccc2Sc2ccc(C)cc21
→ -7%	·	-0.4%	?	7%	·	·	?	-3%
Cc1noc(C)c1NC(=O)NCCN1CCN(Cc2ccccc2)CC1
→ -4%	i	-0.3%	3%	11%	-1.8	0%	i	11%
CC(C)(C)S(=O)N1Cc2cc(C(=O)NCc3ccc4c(c3)OCO4)nc(-c3cccc(-c4ccccc4)c3)c2[C@@H]1CCO (some centres undefined)
→ ·	i	-0.6%	-15%	·	-0.7	·	?	-2%
CC(C)(C)NS(=O)(=O)c1ccc(CCC(=O)NCc2cccnc2)cc1
→ -6%	i	-0.6%	-9%	3%	0.6	1%	i	10%
O=C(N/N=C/c1ccco1)c1ccc(N2CCCC2=O)cc1
→ -1%	i	2.0%	0%	2%	-0.4	1%	i	-3%
Cc1nn(C)c(C)c1NC(=O)c1ccnn1C
→ -8%	i	-0.4%	6%	-4%	1.2	1%	i	-15%
Cc1ccc(-c2nc3ccccc3[nH]2)cc1NC(=O)COc1cccc(C)c1C
→ -4%	·	4.1%	0%	-6%	·	·	i	-30%
Cc1ccccc1Nc1c(-c2ccccc2)nc2cccc(C)n12
→ -4%&2%	·	0.2%	-21%	-1%&2%	·	·	i	-37%
COc1ccc(-c2cn(-c3ccc(C)cc3)c(S(=O)(=O)CC(=O)Nc3ccccc3)n2)cc1
→ ?	·	3.5%	-25%	-61%[9.27 µM]	·	·	i	-25%
COc1ccc(CCNC(=O)COc2ccc(C)nc2[N+](=O)[O-])cc1OC
→ -1%	i	4.7%	9%	3%	-2.1	0%	i	-2%
CCOC(=O)c1c(CSc2ccccc2)n(C)c2ccc(O)c(CN3CCN(C)CC3)c12
→ 2%	i	2.9%	?	10%	-0.9	2%	?	-31%
CC(C)COP(=O)(c1ccc(N(C)C)cc1)C(O)c1ccc(Br)cc1 (centres undefined)
→ -6%	i	-0.5%	-7%	1%	-1.9	0%	i	5%
Cc1ccccc1Nc1nc(N)nc(CSc2nc3ccccc3s2)n1
→ -14%	i	0.4%	-6%	?	2.6	-9%	i	4%
CCCCc1ccc(NS(=O)(=O)c2c(C)n(C)c(=O)n(C)c2=O)cc1
→ 2%	i	0.3%	-1%	-16%	-0.7	1%	i	-3%
O=C(O)CN1CCCC1=Nc1ccccc1
→ -2%	i	0.5%	-3%	·	-1.9	-5%	i	4%
CCCc1nnc(NC(=O)C2CC(=O)N(CCc3ccc(F)cc3)C2)s1 (centres undefined)
→ 0%	i	0.2%	-11%	-7%	-0.9	-1%	i	-9%
O=C(Nc1nc2ccccc2s1)c1c(F)cccc1Cl
→ -2%	i	7.3%	0%	?	0.8	-6%	i	4%
CCc1nnc2sc(-c3ccc(NC(=O)c4ccc5c(c4)OCCO5)cc3)nn12
→ -17%	i	0.6%	-17%	2.6µM*	-0.9	-1%	i	-10%
CCCCn1nc(C(=O)O)ccc1=O
→ -4%	i	-0.8%	7%	9%	-0.7	1%	i	-17%
O=C(Nc1nccs1)C1CC=CCC1 (centres undefined)
→ 0%	i	-0.4%	4%	27%	-0.4	0%	i	-25%
Cn1cnnc1SCc1ccc(C(=O)N/N=C(\CCC(=O)O)c2ccc(C(C)(C)C)cc2)cc1
→ -4%	i	-0.1%	-6%	8%	1.1	2%	i	-8%
CC(Sc1nc(N)cc(=O)[nH]1)C(=O)Nc1ccc(N2CCOCC2)cc1 (centres undefined)
→ ·	i	-1.3%	-9%	·	-1.8	·	i	-22%
C=CCN1C(=O)C2(OCCCO2)c2cc(C)ccc21
→ 7%	i	-0.4%	13%	2%	-0.2	3%	i	2%
O=C(Nc1cccc(Cl)c1)NC1CCS(=O)(=O)C1 (centres undefined)
→ -2%	i	0.3%	-5%	9%	1.1	0%	i	7%
Cc1ccc(SCc2cn3ccccc3n2)cc1
→ -26%	i	-0.1%	-18%	12%	-0.4	1%	i	-28%
Cc1ccc(CNC(=O)Cn2ncn3cccc3c2=O)cc1
→ 3%	i	-0.6%	9%	15%	-0.1	0%	·	-1%
CCCCC(CCC(=O)O)(C(=O)OCC)c1csc(Nc2ccc(C)cc2)n1 (centres undefined)
→ -6%	i	0.1%	-26%	-15%	-2.2	1%	i	-10%
CCn1c(SCC(=O)Nc2ccccc2Cl)nnc1C1CC1
→ -2%	i	-0.1%	-1%	-6%	-3.7	0%	i	-21%
Clc1cccc(-n2ncc3c(NC4CCCCC4)ncnc32)c1
→ -4%	·	-0.7%	?	·	·	·	?	-45%
